Screening results from PubChem.
BRCA1 expr up = increases BRCA1 expression; actives 1.1% (n = 380,000); Potency, µM (top dose mostly 46.1 µM), for inactives: at the top dose activation, most hits filed as activators; MCF7-BRCA1-FFLuc reporter, luminescence, 48 h; response scale: scaled: vehicle 0%, 10 µM genistein 100%; AID 624202; also: potency is read from the fitted curve at half-maximal effect; nearly all actives have a fitted effect of over 80% in size; some results filed as inactive show a strong effect at the top dose
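Using MCF7 cells harboring a BRCA1 firefly luciferase reporter, plated 2 h before compound pinning, the screen measured luminescence after 48 h incubation. Responses were normalized to DMSO and 10 microM genistein, then fitted for concentration-effect.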
CXXC DNA block = blocks binding of human MLL CXXC domain to DNA | Potency, µM (highest dose often 115 µM), for inactives: at the highest dose activity change, negative = inhibition, most hits filed as inhibitors | actives 0.037% (n = 290,000) | AID 2662 | MLL-CXXC / FITC-HOXA9 DNA fluorescence polarization | Q03164; active = well fitted inhibition curve with a large enough effect in the polarisation, with a control signal flat, not every such curve was filed as active; inconclusive = small, poorly fitted or top-dose-only effect, or effect the other way, or a change in a side signal; inactive = no such curve, though single readings can be large or run the other way; the % refers to the polarisation; also: potency is read from the fitted curve at half-maximal effect
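Fluorescence polarization: 7 uM MLL-CXXC (stock) preincubated 5 min with compounds, then 50 nM fluorescein-HOX-A9 DNA (stock) added; 30 min ambient. Buffer 50 mM Tris-HCl pH 7.5, 50 mM NaCl, 1 mM DTT, 0.05% BSA.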
A-T KAP1 phos = potential ataxia-telangiectasia treatments restoring KAP-1 phosphorylation | […] A-T fibroblasts, KAP-1 phosphorylation AlphaLISA; neocarzinostatin DNA damage 30 min before lysis | Potency, µM (highest dose often 57.5 µM), without a hit: at the highest dose activation, hits mostly activators | actives 0.19% (n = 320,000); also: potency is read from the fitted curve at half-maximal effect; % of control where 0% means no effect; nearly all actives have a fitted effect of over 45% in size
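hTERT-immortalized A-T patient fibroblasts ([…]), 500 cells/well in OPTI-MEM, 1% FBS, got compounds for 60 min, then NCS for 30 min at 37C. Lysates were then assayed for phospho-KAP-1 by AlphaLISA (anti-pKAP1 donor, anti-KAP1 acceptor beads), 6 hr at 25C.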
B2AR arrestin = beta2AR (human) beta-arrestin recruitment activity. actives 0.02% (n = 330,000). beta-arrestin recruitment to beta2AR, cell-based reporter. Potency, µM (doses to about 46.1 µM), for inactives: top-dose activation, actives largely listed as activators;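 also: potency is read from the fitted curve at half-maximal effect; 0% = DMSO controls and full agonism = EC100 isoproterenol or metaproterenol; nearly all actives have a fitted effect of over 65% in size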
Target sequence (P07550 whole entry, looked up): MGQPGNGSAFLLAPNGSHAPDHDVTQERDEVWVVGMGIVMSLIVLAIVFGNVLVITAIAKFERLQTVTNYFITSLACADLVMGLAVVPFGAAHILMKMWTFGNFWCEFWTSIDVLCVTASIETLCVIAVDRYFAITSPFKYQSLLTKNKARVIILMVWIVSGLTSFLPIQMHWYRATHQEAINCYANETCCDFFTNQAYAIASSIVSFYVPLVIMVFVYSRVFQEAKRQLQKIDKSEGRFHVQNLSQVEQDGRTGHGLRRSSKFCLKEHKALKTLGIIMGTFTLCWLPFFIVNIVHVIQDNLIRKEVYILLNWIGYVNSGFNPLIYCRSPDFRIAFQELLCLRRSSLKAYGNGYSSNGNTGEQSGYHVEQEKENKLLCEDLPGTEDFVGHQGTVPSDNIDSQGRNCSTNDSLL
ELG1 DNA repair = blocks ELG1-dependent DNA repair in HEK293T cells | HEK293T ELG1-luciferase reporter, luminescence, 16 h; DNA damage induced by 5-fluorouridine | Potency, µM (titrated, usually from 46.1 µM), without a hit: at the top dose activity change, negative = inhibition, most hits filed as inhibitors | actives 2.3% (n = 330,000); also: potency is read from the fitted curve at half-maximal effect; % is scaled to controls: 0 for no effect and ±100 for the full control effect; nearly all actives have a fitted effect of over 55% in size
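In this reporter screen, reduction of luminescence relative to DMSO vehicle indicated activity. Compounds and 5-fluorouridine were added together to 2,000 cells per well, incubated for 16 hr at 37 °C, then developed with ONE-Glo.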
p53 reactivation = re-activators of mutant p53 | Potency, µM (series often up to 92.2 µM), for inactives: at the top dose activity change, positive = activation, hits mostly activators | actives 0.063% (n = 320,000) | H1299 p53-A138V BP100-luciferase reporter, luminescence, 24 h; also: potency is read from the fitted curve at half-maximal effect; % of control where 0% means no effect; nearly all actives have a fitted effect of over 45% in size
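H1299 (p53-null), stable ts p53-A138V + BP100-Luc; 1000 cells/well, Opti-MEM/10% FBS; cpd 4 pt, 1:5; 24 h, 37 deg C, 5% CO2; detection reagent 10 min RT; luminescence.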
TRPV1 agonist = agonists of human vanilloid receptor 1 (TRPV1) | AID 540275 | activation, % at 8.33 µM | actives 0.19% (n = 320,000) | TRPV1-expressing cells, Fluo-8 calcium influx, agonist mode; in the data active = activation above about 80%; inconclusive = between about 30% and that limit; also: 0% is about no effect
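Cells expressing TRPV1 were dye-loaded with Fluo-8 and read kinetically: 10 s baseline, 3 min after compound (agonist portion), then 2 min after EC20 capsaicin (allosteric enhancer portion). Calcium-bound dye fluorescence at 480/520 nm.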
PTAP TSG101 blk = blocks PTAP/TSG101 interaction to inhibit HIV-1 budding. Q99816. Fluorescence polarization, FITC-PTAP peptide / Tsg101 binding. Potency, µM (series often up to 115 µM), for the others: at the top dose activity change, negative = inhibition, hits mostly inhibitors. 340,000 tested, under 10 active; active = well fitted inhibition curve with a large enough effect in the main read-out, with a control signal flat, not every such curve was filed as active; inconclusive = small, poorly fitted or top-dose-only effect, or effect the other way, or a change in a side signal; inactive = no such curve, though single readings can be large or run the other way; also: potency is read from the fitted curve at half-maximal effect; % of control where 0% means no effect
Target sequence (Q99816 whole entry, looked up): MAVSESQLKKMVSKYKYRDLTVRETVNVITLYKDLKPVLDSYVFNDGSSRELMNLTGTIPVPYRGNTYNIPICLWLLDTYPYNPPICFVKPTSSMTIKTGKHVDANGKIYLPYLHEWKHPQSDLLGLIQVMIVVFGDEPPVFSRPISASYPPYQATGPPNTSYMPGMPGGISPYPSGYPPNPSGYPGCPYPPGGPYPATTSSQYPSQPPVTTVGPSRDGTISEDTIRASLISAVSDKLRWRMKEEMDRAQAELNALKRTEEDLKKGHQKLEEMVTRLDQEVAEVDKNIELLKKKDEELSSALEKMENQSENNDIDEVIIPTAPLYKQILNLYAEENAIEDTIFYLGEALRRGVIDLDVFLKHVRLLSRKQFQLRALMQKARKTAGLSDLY
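FP read-out: FITC-PTAP peptide, 50 nM final, binding Tsg101 binding domain, 10 uM final; 20 min, r.t.; 10 mM HEPES pH 7.5, 0.15 M NaCl, 0.01% Tween 20, 3 mM EDTA, 0.1 mM TCEP.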
a7 integrin act = integrin-mediated muscular dystrophy alleviation activation | alpha7betagal myoblasts, beta-gal FDG fluorescence, 48 h | Potency, µM (top dose mostly 38.3 µM), inactives show at the top dose activation, actives largely listed as activators | actives 0.064% (n = 350,000);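 also: potency is read from the fitted curve at half-maximal effect; 100% = response of the positive control SU9516; nearly all actives have a fitted effect of over 60% in size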
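Alpha7betagal+/- myoblasts (passage 13) were plated 16-24 hr, then exposed to compounds (1:260 dilution of DMSO stock) for 48 hours at 37C. After MPER lysis, β-galactosidase reporter activity was read as FDG fluorescence (ex 480/em 540) after 30 minutes.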
TCR activator = activates T cell receptor signaling; primary human leukocytes, anti-CD3, IL-2 HTRF, 48 h; Potency, µM (doses to about 9.22 µM), inactives show at the top dose activation of IL-2 secretion, usual class: activators; 330,000 tested, under 10 active; AID 504894; also: % of control where 0% means no effect
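HTRF read-out of IL-2 secretion: europium cryptate donor excited at 320nm, d2 acceptor emission at 665nm. Cells were primary human leukocytes incubated 48 hr with compounds and a-CD3 beads, supplying TCR signal only.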
* marks the source's active call; other numbers are inactive results; u = inconclusive; x = no result given; & = joins results of further samples; [ ] = dose if it differs, or a comment. Unless noted, calls follow the shape of the dose curve; as a rule, active = well fitted curve in the direction sought with a large enough effect; inconclusive = small, poorly fitted or top-dose-only effect, or another doubt; inactive = no such curve, though single readings can be large; an effect the other way counts as inactive or inconclusive.

SMILES | BRCA1 expr up | CXXC DNA block | A-T KAP1 phos | B2AR arrestin | ELG1 DNA repair | p53 reactivation | TRPV1 agonist | PTAP TSG101 blk | a7 integrin act | TCR activator
COc1ccc(C(CCN2CCCC2)c2c(O)cc(OC)cc2OC)cc1 (stereo not given) | 0% | 10% | 0% | 0.2% | 12% | -4% | -3 | x | -6% | 1%
CCOc1ccc(N2C(=O)Nc3ccccc3C2(O)C(=O)NCc2ccco2)cc1 (stereo not given) | 15% | 16% | 1% | -1.2% | -1% | 7% | 0 | 2% | 15% | x
COc1ccc(C(C)=O)cc1CSc1nnc(C)s1 | -10% | -6% | 8% | -0.2% | 0% | 5% | -1 | -2% | 12% | -1%
CCc1c(C)nc(N)n2c(SCC(=O)N3CCN(c4ccccc4OC)CC3)nnc12 | x | 2% | -1% | -0.2% | -5% | 9% | 2 | x | x | x
Cc1sc(NC(=O)CN(C)C2CCCCC2)nc1-c1ccc2c(c1)CCN2S(=O)(=O)c1ccccc1 | x | 20% | x | 0.1% | -8% | -1% | -2 | x | x | x
CN(C)C(CNC(=O)CCNC(=O)c1ccc(Br)cc1)c1ccco1 (stereo not given) | -11% | x | -5% | -3.5% | 6% | 9% | -2 | 1% | -8% | 6%
OCCC1CN(CC#Cc2ccccc2)CCN1Cc1ccccc1F (stereo not given) | 1% | 8% | 13% | -0.1% | -10% | 16% | 5 | -7% | -1% | -1%
CCCCn1c(N)c(N(CCOC)C(=O)c2ccc(N3CCCC3=O)cc2)c(=O)[nH]c1=O | 2% | x | 4% | 0.3% | u | -2% | -2 | -4% | 32% | 7%
Cc1ccc(C(=O)Cn2c3[n+](c4ccccc42)CC(O)CS3)cc1 (stereo not given) | -19% | 9% | 3% | -0.4% | 18% | -1% | -1 | -5% | -11% | 3%
O=C(COC(=O)C1CCN(S(=O)(=O)c2ccc3c(c2)OCCO3)CC1)NC1CCCCC1 | -13% | x | -9% | -0.5% | 28% | -1% | 4 | -3% | 0% | -2%
O=C(Nc1ccc(S(=O)(=O)NCC2CCCO2)cc1)c1ccc(Cl)cc1[N+](=O)[O-] (stereo not given) | -21% | u | 7% | -1.4% | u | 4% | 5 | -5% | u | 1%
CCCCN(C(=O)C(C)(C)Oc1ccc(Cl)cc1)c1c(N)n(CCC)c(=O)[nH]c1=O | -8% | x | -10% | 0.8% | 1% | 18% | 1 | -4% | 14% | x
C1CCN(C2CCN(c3nc4nonc4nc3N3CCSCC3)CC2)C1 | -11% | -3% | -2% | -0.8% | 8% | 2% | -1 | -6% | 6% | -1%
Cc1ccsc1/C=N/NC(=O)Nc1ccccc1 | u | 1% | 2% | 0.2% | u | 24% | 12 | -2% | 15% | 4%
CCOC(=O)c1c(C)[nH]c(C)c1C(=O)CSc1nnc(-c2cc(OC)c(OC)c(OC)c2)o1 | 1% | 1% | 5% | 0.2% | 1% | 15% | -1 | 4% | 5% | 2%
COc1ccc(OC)c(-c2csc(NC(=O)CSCc3c(C)noc3C)n2)c1 | -37% | x | 0% | 0.0% | u | -4% | -5 | -11% | -3% | -1%
COCCN1C2=C(C(=O)CC(C)(C)C2)C(c2ccc(OC)c(OC)c2)C2=C1CC(C)(C)CC2=O | -22% | 3% | -1% | 0.1% | 1% | x | 3 | -1% | -13% | 1%
O=C(Nc1cccc2ccccc12)N(c1ccccc1)c1ccccc1 | -9% | x | x | x | x | x | x | -3% | 19% | 1%
O=C(NC1CC1)C1=C[C@@H](C2CC2)C[C@@H](OCc2ccc(CO)cc2)O1 | 11% | -9% | -6% | 0.5% | -3% | 1% | 2 | 0% | 4% | -3%
Cc1ccccc1CSc1nnc(-c2ccccn2)n1C | 95% | -10% | 5% | -0.2% | u | 6% | 26 | -1% | -33%[inhibitor] | -6%
CCOC(=O)C1(Cc2cccc(OC)c2)CCCN(C(=O)CSC)C1 (stereo not given) | u | x | x | x | x | x | x | -4% | 3% | 4%
O=C(CN(Cc1ccccc1F)C(=O)c1csnn1)NCc1ccc2c(c1)OCO2 | -16% | -14% | -1% | 2.6% | 12% | 2% | -3 | -1% | -56%[inhibitor] | 1%
CCN(CC)CCNC(=O)c1ccccn1 | -1% | 1% | -7% | -0.4% | 4% | 3% | -3 | 0% | -9% | 3%
O=C(OC(C(=O)NC1CCCC1)c1ccccn1)c1cccs1 (stereo not given) | 31% | -5% | 7% | -0.3% | 13% | -3% | -2 | -3% | 14% | x
CCC(C(=O)NCc1cccnc1)c1ccccc1 (stereo not given) | 4% | 2% | 0% | 0.5% | -6% | -3% | 2 | -2% | 11% | 4%

Single values from the results shown.
PTAP TSG101 blk result of CCCCN(C(=O)C(C)(C)Oc1ccc(Cl)cc1)c1c(N)n(CCC)c(=O)[nH]c1=O reads -4%
B2AR arrestin result of OCCC1CN(CC#Cc2ccccc2)CCN1Cc1ccccc1F (stereo not given) reads -0.1%

Following part
SMILES | BRCA1 expr up | CXXC DNA block | A-T KAP1 phos | B2AR arrestin | ELG1 DNA repair | p53 reactivation | TRPV1 agonist | PTAP TSG101 blk | a7 integrin act | TCR activator
COC(=O)c1ccccc1NS(=O)(=O)c1ccc(Cl)nc1 | -13% | -2% | -6% | 0.1% | 10% | -2% | 1 | -4% | 20% | -7%
COCCn1nnnc1C(c1ccc(Cl)cc1)N1CCN(C(=O)c2ccco2)CC1 (stereo not given) | -1% | -2% | -1% | 0.1% | 2% | 0% | 0 | 0% | 0% | 13%
COc1ccc(C2CC(=O)C=C(NNS(=O)(=O)c3ccc(C)cc3)C2)cc1 (stereo not given) | 14% | -7% | x | 0.5% | 4% | -4% | 4 | 0% | 12% | 6%[46.1 µM]
CCCOC(=O)c1ccc(-c2ccc(C=O)o2)cc1 | u | 3% | 1% | -0.8% | u | u | 8 | 0% | 0% | -12%[46.1 µM]
O=C(CNC(=O)c1ccc(Br)cc1)OCC(=O)c1ccccc1 | -15% | 3% | -1% | -0.2% | 1% | -7% | 9 | -6% | 9% | -3%
NCCc1nnc(SCc2ccccc2Cl)o1 | 9% | -10% | -6% | -0.6% | u | -4% | -1 | -5% | -27% | 3%
O=C(CNS(=O)(=O)c1ccc(F)cc1)N1CCOCC1 | -7% | 5% | 3% | -0.4% | 14% | 1% | -1 | 0% | 10% | 2%
CN(c1ccccc1)S(=O)(=O)c1nnc(NC(=O)COc2ccccc2)s1 | -6%&-16% | 12% | 0% | -0.2% | 8% | 2% | 0&1 | 2% | -8% | -1%
CCCC(=O)NC(c1ccccc1)c1c(O)ccc2ccccc12 (stereo not given) | -52% | 4% | 4% | 0.7% | -4% | x | 4 | -6% | -2% | -3%
COc1ccc(-c2nc(CN3CCN(c4cc(C)nc(C)c4)CC3)c(C)o2)c2ccccc12 | -36% | -23% | -5% | 0.0% | 13% | 0% | -3 | -4% | -63%[inhibitor] | x
CSCC(=O)N1CCC(CCC(=O)NC2CC2)CC1 | 1% | 2% | -1% | -0.2% | 12% | 3% | 2 | 1% | 10% | -2%
COC(=O)[C@@]1(Cc2ccc(OC)cc2)[C@H]2c3cc(C(=O)N4CCCC4)n(Cc4ccc(C)o4)c3C[C@H]2CN1C(=O)c1ccccc1 | x | -3% | -2% | -0.7% | u | -10% | 1 | x | x | x
O=C(Nc1ccccc1F)C1CCN(C(=O)Cc2ccccc2)CC1 | -14% | 6% | -2% | -0.2% | 5% | -1% | 7 | -2% | 1% | 6%
CC(=O)c1cccc(NC(=O)Cn2cnc(S(=O)(=O)N3CCOCC3)c2)c1 | 3% | 5% | -4% | -0.1% | 13% | -3% | 2 | 0% | -2% | 7%
O=C(NCCS(=O)(=O)N1CCN(c2ccccc2)CC1)c1ccc2c(c1)OCO2 | -3% | x | 4% | -0.1% | -2% | -1% | 1 | -1% | 14% | 3%
S=C(Nc1ccc(Cl)cc1)Nc1ccc2cn[nH]c2c1 | 58% | 11% | -1% | 0.2% | -17% | 0% | 23 | 0% | 0% | 1%
Cc1ccc(OCC(=O)N/N=C\c2ccc(O)cc2)c([N+](=O)[O-])c1 | -23% | 22% | -1% | -0.3% | 4% | 4% | 2 | -5% | -5% | 3%
COc1cc(C(=O)Nc2ccc(S(=O)(=O)NC(C)C)cc2)cc(OC)c1OC | -22% | 0% | -1% | 0.0% | 15% | -10% | 1 | -3% | 1% | 18%
COC(=O)c1c(-c2c(Cl)cccc2Cl)noc1NC(=O)NN1CCOCC1 | -10% | 10% | 4% | 0.1% | 0% | 2% | -1 | 0% | -17% | -8%
CN(C)C(=O)CCc1ccc2c3c([nH]c2c1)[C@]1(C)[C@@H](C(=O)N2CCCCC2)C[C@H](CC(=O)NC(C)(C)C)C(=O)N1CC3 | 0% | x | 4% | -0.8% | 15% | -14% | x | -3% | 0% | 0%[46.1 µM]

Rows were taken by chance; any-hit rate near 3.8%.
